Source: PubChem
ALDH1A1 block – inhibitors of human aldehyde dehydrogenase 1A1; P00352; Purified ALDH1A1, NADH fluorescence, propionaldehyde substrate; Potency, µM (doses to about 75.3 µM), for the others: top-dose activity, negative = inhibition, usual class: inhibitors; 220,000 tested, 7.3% active; AID 1030; active = well fitted inhibition curve with a large enough effect, not every such curve was filed as active; inconclusive = small, poorly fitted or top-dose-only effect, or another doubt; inactive = no such curve, though single readings can be large or run the other way;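 note: plate controls were no enzyme wells and a reference inhibitor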
TRb SRC2 PPI – inhibitors of human thyroid hormone receptor beta-SRC2 interaction; Potency, µM (series often up to 106 µM), for inactives: at the top dose activity change, negative = inhibition, actives largely listed as inhibitors; 280,000 tested, 0.065% active; P10828; TRbeta-SRC2 peptide binding, fluorescence polarization; receptor liganded with 1 µM T3;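 note: plate controls were bound peptide for no effect and peptide without receptor for full effect; nearly all actives have a fitted effect of over 50% in size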
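TRb LBD 0.6 uM + Texas Red SRC2 peptide 20 nM, 1 uM T3, Tris buffer w/ 5% DMSO; compound pinned, 5 h RT; FP read ex 555/em 632; normalized to unbound and bound controls.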
RECQ1 helicase – inhibitors of human RECQ1 DNA helicase | P46063 | RECQ1 DNA unwinding, red fluorescence kinetic read | Potency, µM (titrated, usually from 57.3 µM), without a hit: at the top dose activity, negative = inhibition, hits mostly inhibitors | 240,000 tested, 0.54% active | AID 2549;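 note: plate controls were vehicle for no effect and no enzyme for full effect; nearly all actives have a fitted effect of over 30% in size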
Target sequence (P46063 whole entry, looked up): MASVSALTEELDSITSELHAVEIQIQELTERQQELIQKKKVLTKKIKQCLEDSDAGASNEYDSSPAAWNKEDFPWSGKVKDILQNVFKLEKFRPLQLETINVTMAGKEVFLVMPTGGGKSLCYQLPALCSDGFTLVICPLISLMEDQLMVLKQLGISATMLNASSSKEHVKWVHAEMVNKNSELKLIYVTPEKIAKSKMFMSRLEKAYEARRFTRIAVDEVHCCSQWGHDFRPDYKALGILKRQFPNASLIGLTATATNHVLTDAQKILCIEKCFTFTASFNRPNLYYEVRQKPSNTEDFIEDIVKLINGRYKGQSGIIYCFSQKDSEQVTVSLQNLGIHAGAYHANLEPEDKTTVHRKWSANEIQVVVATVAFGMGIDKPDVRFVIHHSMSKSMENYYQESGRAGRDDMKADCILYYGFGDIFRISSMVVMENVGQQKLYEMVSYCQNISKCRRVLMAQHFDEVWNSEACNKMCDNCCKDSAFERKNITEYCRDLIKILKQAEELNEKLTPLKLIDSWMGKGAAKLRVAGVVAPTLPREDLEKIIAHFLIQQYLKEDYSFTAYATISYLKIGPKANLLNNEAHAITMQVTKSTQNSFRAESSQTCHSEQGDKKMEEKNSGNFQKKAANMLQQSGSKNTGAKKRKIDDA
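RECQ1T1 50 nM; forked duplex (20 bp + 30-nt ss tails) 200 nM, ATP 2 mM final; pH 8.0, 2 mM MgCl2, 2.5 ug/ml poly(dI-dC); 15 min compound preincubation; discontinuous kinetic read over 2 h at RT.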
TexasRed fluor – alters Texas Red total fluorescence, flagging assay interference. TRb/SRC2 Texas Red total fluorescence interference. Potency, µM (doses to about 106 µM), inactives show top-dose fluorescence change, negative = quenching. AID 1479. 280,000 tested, 0.29% active; active = well fitted curve in either direction with a large enough effect; inconclusive = small, poorly fitted or top-dose-only effect; note: % is set by controls: 0 for no effect and ±100 for the full control effect
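Human TRβ ligand-binding domain (0.6 uM) and Texas Red SRC2 peptide (20 nM) in Tris buffer with 1 uM T3 and 5% DMSO were incubated with pinned compound for 5 hr at ambient temperature. Total fluorescence was computed as S + 2P (555/632 nm).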
GoLoco inh red – blocks human Gai1 binding to RGS12 GoLoco peptide, red readout; P63096; Gai1:RGS12 GoLoco peptide FP, rhodamine, 10 min; Potency, µM (doses to about 61.6 µM), for inactives: at the highest dose activity, negative = inhibition, actives largely listed as inhibitors; 230,000 tested, 0.44% active; active = well fitted inhibition curve with a large enough effect, not every such curve was filed as active; inactive = no such curve, though single readings can be large or run the other way; note: % is set by controls: 0 for no effect and ±100 for the full control effect; nearly all actives have a fitted effect of over 30% in size; many of its hits are not listed in these tables
KDM4E inh – blocks human JMJD2E demethylase activity. B2RXH2. JMJD2E catalytic domain, FDH-coupled NADH fluorescence (FDH is formaldehyde dehydrogenase). Potency, µM (doses to about 57.1 µM), for inactives: at the top dose activity change, negative = inhibition, usual class: inhibitors. 230,000 tested, 1.6% active; active = well fitted inhibition curve with a large enough effect, not every such curve was filed as active; inconclusive = small, poorly fitted or top-dose-only effect, or another doubt; inactive = no such curve, though single readings can be large or run the other way;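 note: 0% = wells with enzyme and -100% = buffer wells without enzyme; nearly all actives have a fitted effect of over 50% in size; many of its hits are not listed in these tables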
Target sequence (B2RXH2 1-337 limits assumed): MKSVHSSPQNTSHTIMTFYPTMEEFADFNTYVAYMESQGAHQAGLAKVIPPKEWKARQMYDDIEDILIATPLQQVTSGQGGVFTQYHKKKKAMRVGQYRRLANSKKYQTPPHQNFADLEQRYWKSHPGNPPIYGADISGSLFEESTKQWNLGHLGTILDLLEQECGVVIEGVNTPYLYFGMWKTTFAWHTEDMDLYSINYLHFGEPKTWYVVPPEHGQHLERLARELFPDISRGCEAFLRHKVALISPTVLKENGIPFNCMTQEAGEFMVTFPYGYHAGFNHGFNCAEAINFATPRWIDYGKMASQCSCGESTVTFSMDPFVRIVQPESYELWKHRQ
LMNA splice mod – modulators of lamin A splicing | HeLa LMNA splicing GFP/RFP minigene ratio, 48 h | Potency, µM (highest dose often 46.1 µM), for inactives: top-dose ratio change, negative = inhibition, actives largely listed as inhibitors | 200,000 tested, 0.01% active | AID 1487; active = well fitted inhibition curve with a large enough effect in the signal ratio, with a control signal flat, not every such curve was filed as active; inconclusive = small, poorly fitted or top-dose-only effect, or effect the other way, or a change in a side signal; the % refers to the signal ratio; note: % is set by controls: 0 for no effect and ±100 for the full control effect
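S3 HeLa stable clones carrying a lamin A-EGFP splicing minigene plus DsRed2 were seeded at 600 cells/well in Opti-MEM with 2% FBS, pin-dosed and incubated 48 h at 37°C. Acumen cytometry (488 nm) gave the GFP/RFP total-intensity ratio.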
SMN2 splice enh – enhancers of SMN2 splice variant expression; HEK293 SMN2-luciferase splicing reporter, luminescence, 30-36 h; Potency, µM (titrated, usually from 46.1 µM), for inactives: at the highest dose activity change, positive = activation, actives largely listed as activators; 210,000 tested, 2.8% active; AID 1458; note: % of control where 0% means no effect; nearly all actives have a fitted effect of over 55% in size
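HEK293 cells carry an SMN2 […]–luciferase reporter in which exon 7 inclusion puts luciferase in frame. Cells were plated 10-12 h before compound addition, then incubated 30-36 h at 37C. ONE-Glo luminescence was read; sodium butyrate at 4.5 mM final served as control.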
* hit, by the source's call; [ ] = remark or other dose. Unless noted, calls come from the whole dose curve; as a rule, active = well fitted curve in the direction sought with a large enough effect; inconclusive = small, poorly fitted or top-dose-only effect, or another doubt; inactive = no such curve, though single readings can be large; an effect the other way counts as inactive or inconclusive. Potency is the fitted concentration of half-maximal effect. A portion of the library. The share of hits here may be higher or lower than overall.

How did COc1ncc2nc(-c3cc(F)cc(F)c3)c(=O)n(C)c2n1 do in these assays?
ALDH1A1 block: -3%; RECQ1 helicase: -8%; GoLoco inh red: 5%; LMNA splice mod: -2%

Results for COC(=O)CCN(C(=O)c1cccc([N+](=O)[O-])c1)c1ccccn1 ?
ALDH1A1 block: 0%; TRb SRC2 PPI: -7%; RECQ1 helicase: -4%; TexasRed fluor: 0%; GoLoco inh red: 11%; KDM4E inh: 1%; LMNA splice mod: -24%[46 µM]; SMN2 splice enh: 19%

What do the screens show for `Cc1ccc(S(=O)(=O)n2ccc(=O)[nH]2)cc1`?
ALDH1A1 block: -2%; TRb SRC2 PPI: 1%; RECQ1 helicase: 1%; TexasRed fluor: 1%; GoLoco inh red: 4%; KDM4E inh: 10%

What do the screens show for `Cc1ccc(NC(=S)N/N=C2\CCCCC2C)cc1` (configuration not stated)?
ALDH1A1 block: inconclusive; TRb SRC2 PPI: 3%; RECQ1 helicase: inactive; TexasRed fluor: 0%; GoLoco inh red: 4%; KDM4E inh: 2%; LMNA splice mod: -2%[46 µM]; SMN2 splice enh: 6%

What do the screens show for `CCOCCCNCc1c(Cl)cccc1Cl`?
ALDH1A1 block: -4%; TRb SRC2 PPI: -2%; RECQ1 helicase: -1%; TexasRed fluor: -11%; GoLoco inh red: 5%; KDM4E inh: inconclusive; LMNA splice mod: -3%; SMN2 splice enh: -6%

What do the screens show for `CC(C)Cc1cc(C(=O)N2CCN(C(c3ccccc3)c3ccccc3)CC2)no1`?
ALDH1A1 block: -8%; TRb SRC2 PPI: 10%; RECQ1 helicase: -10%; TexasRed fluor: -1%; GoLoco inh red: 3%; KDM4E inh: 3%; LMNA splice mod: inconclusive; SMN2 splice enh: -3%

What do the screens show for `COc1ccc(-n2c(C)nc3cc(C(=O)NCc4ccco4)ccc32)cc1`?
ALDH1A1 block: inconclusive; TRb SRC2 PPI: 1%; RECQ1 helicase: -5%; TexasRed fluor: 4%; GoLoco inh red: 27%; KDM4E inh: -10%; LMNA splice mod: 1%; SMN2 splice enh: -7%

How did COc1ccc(C(=O)OCCN2CCCCC2)cc1 do in these assays?
ALDH1A1 block: 4%; TRb SRC2 PPI: 5%; RECQ1 helicase: -12%; TexasRed fluor: -3%; GoLoco inh red: 3%; KDM4E inh: 9%; LMNA splice mod: 17%[46 µM]; SMN2 splice enh: -1%

What do the screens show for `CCN(C1CCCCC1)S(=O)(=O)c1cn(C)c(=O)n(C)c1=O`?
ALDH1A1 block: 1%; TRb SRC2 PPI: -4%; RECQ1 helicase: -9%; TexasRed fluor: -5%; GoLoco inh red: -1%; KDM4E inh: -2%; LMNA splice mod: -8%; SMN2 splice enh: -19%

Results for Cc1ccc(S(=O)(=O)/C(=C\N(C)C)c2cnc(Cl)s2)cc1 ?
ALDH1A1 block: -2%; TRb SRC2 PPI: 4%; RECQ1 helicase: -3%; TexasRed fluor: -4%; GoLoco inh red: 2%; KDM4E inh: -8%

Results for Cc1c(C(=O)NNC(=S)Nc2cccc(Cl)c2)nnn1-c1ccccc1 ?
ALDH1A1 block: 11µM*; TRb SRC2 PPI: -4%; RECQ1 helicase: 0%; TexasRed fluor: -3%; GoLoco inh red: 8%; KDM4E inh: 3%; LMNA splice mod: inconclusive; SMN2 splice enh: 36%

What do the screens show for `COc1ccc(CN2CN(c3ccc(Cl)cc3)C(=O)N(n3cnnc3)C2)cc1`?
ALDH1A1 block: 4%; TRb SRC2 PPI: -1%; RECQ1 helicase: -7%; TexasRed fluor: -3%; GoLoco inh red: -11%; KDM4E inh: 2%; LMNA splice mod: 2%; SMN2 splice enh: 2%

How did Cc1cc(C(=O)NNC(=S)NC(C)c2ccccc2)c2ccccc2n1 (configuration not stated) do in these assays?
ALDH1A1 block: -8%; TRb SRC2 PPI: -11%; RECQ1 helicase: inactive; TexasRed fluor: -1%; GoLoco inh red: 8%; KDM4E inh: 7%; LMNA splice mod: 17%; SMN2 splice enh: -2%

Results for CCc1cc2c(SCC(=O)C(C#N)=C3N(C)c4ccccc4N3C)ncnc2s1 ?
ALDH1A1 block: -8%; TRb SRC2 PPI: -12%; RECQ1 helicase: -4%; TexasRed fluor: -1%; GoLoco inh red: 9%; KDM4E inh: inconclusive; LMNA splice mod: 2%; SMN2 splice enh: 17%

How did Cc1cc(-c2[nH]nc3c2C(c2ccc(Cl)cc2)C(C#N)=C(N)O3)c(C)s1 (configuration not stated) do in these assays?
ALDH1A1 block: inconclusive; TRb SRC2 PPI: -15%; RECQ1 helicase: -1%; TexasRed fluor: -2%; GoLoco inh red: 0%; KDM4E inh: -9%; LMNA splice mod: -3%; SMN2 splice enh: -5%

Results for O=C(CCC(=O)OCC(=O)c1ccc(Br)cc1)NC1CCCCC1 ?
ALDH1A1 block: -9%; TRb SRC2 PPI: -13%; RECQ1 helicase: -10%; TexasRed fluor: -7%; GoLoco inh red: -6%; KDM4E inh: 1%; LMNA splice mod: -9%; SMN2 splice enh: -8%

What do the screens show for `Cc1cccc(CNc2cc(-c3cccc(NS(C)(=O)=O)c3)ncn2)c1`?
ALDH1A1 block: inconclusive; TRb SRC2 PPI: -8%; RECQ1 helicase: -1%; TexasRed fluor: -3%; GoLoco inh red: 3%; KDM4E inh: inconclusive; LMNA splice mod: 7%; SMN2 splice enh: -12%

Results for Cc1nc(-c2ccccc2)c(-c2ccccc2)[nH]1 ?
ALDH1A1 block: -17%; TRb SRC2 PPI: 1%; RECQ1 helicase: -1%; TexasRed fluor: -1%; GoLoco inh red: 5%; KDM4E inh: inconclusive; LMNA splice mod: -13%; SMN2 splice enh: -30%[inhibitor]

Results for COc1cccc(-c2cncnc2NCc2ccccc2OC)c1 ?
ALDH1A1 block: -6%; RECQ1 helicase: -16%; GoLoco inh red: 3%; LMNA splice mod: inconclusive

Results for CCCn1c(C)cc(C(=O)COC(=O)c2ccc[nH]c2=O)c1C ?
ALDH1A1 block: 1%; TRb SRC2 PPI: -2%; RECQ1 helicase: -3%; TexasRed fluor: -3%; GoLoco inh red: 3%; KDM4E inh: 9%; LMNA splice mod: 2%

Results for CCOC(=O)C1CCN(c2cc(=O)n(-c3ccc(OC)cc3)c(=O)[nH]2)CC1 ?
ALDH1A1 block: -11%; TRb SRC2 PPI: 9%; RECQ1 helicase: -3%; TexasRed fluor: 0%; GoLoco inh red: -2%; KDM4E inh: 10%; LMNA splice mod: -2%; SMN2 splice enh: 11%

How did CN(C)S(=O)(=O)c1cccc(C(=O)N(Cc2ccc(F)cc2)Cc2ccco2)c1 do in these assays?
ALDH1A1 block: 25µM*; TRb SRC2 PPI: -2%; RECQ1 helicase: -12%; TexasRed fluor: 1%; GoLoco inh red: 9%; KDM4E inh: -3%; LMNA splice mod: inconclusive; SMN2 splice enh: -25%

What do the screens show for `CCN(CC)CCNC(=O)c1cc2cc(Br)ccc2s1`?
ALDH1A1 block: 4%; TRb SRC2 PPI: 1%; RECQ1 helicase: 0%; TexasRed fluor: 0%; GoLoco inh red: 11%; KDM4E inh: 2%; LMNA splice mod: inconclusive; SMN2 splice enh: -20%

What do the screens show for `CCOC(=O)/C(N=Nc1ccc(F)cc1)=C(/O)c1ccc([N+](=O)[O-])cc1`?
ALDH1A1 block: -2%; TRb SRC2 PPI: 6%; RECQ1 helicase: -10%; TexasRed fluor: 0%; GoLoco inh red: 3%; KDM4E inh: 1%; LMNA splice mod: 11%; SMN2 splice enh: 22%

How did COc1ccc(C2CC(c3ccc(Br)cc3)=NN2C(=O)c2cccnc2)cc1 (configuration not stated) do in these assays?
ALDH1A1 block: 2%; TRb SRC2 PPI: 3%; RECQ1 helicase: -9%; TexasRed fluor: 1%; GoLoco inh red: 2%; KDM4E inh: -8%; LMNA splice mod: -2%; SMN2 splice enh: 9%

What do the screens show for `CCN=C1S/C(=C\c2cc(OCC)c(O)cc2Br)C(=O)N1CC`?
ALDH1A1 block: 0.89µM*; TRb SRC2 PPI: 2%; RECQ1 helicase: -5%; TexasRed fluor: -2%; GoLoco inh red: 2%; KDM4E inh: -5%; LMNA splice mod: inconclusive; SMN2 splice enh: -26%

What do the screens show for `C=CCOc1ccc(S(C)(=O)=O)cc1`?
TRb SRC2 PPI: 1%; RECQ1 helicase: 8%; TexasRed fluor: 0%; GoLoco inh red: 3%; KDM4E inh: -16%

What do the screens show for `NC(=O)COC(=O)c1ccc(Oc2ccccc2)cc1`?
ALDH1A1 block: 2%; TRb SRC2 PPI: 15%; RECQ1 helicase: inactive; TexasRed fluor: 14%; GoLoco inh red: 102%[activator]; KDM4E inh: 3%; LMNA splice mod: 8%; SMN2 splice enh: inconclusive

How did CCOC(=O)c1cc(CC)sc1NC(=O)C(c1ccccc1)c1ccccc1 do in these assays?
ALDH1A1 block: inconclusive; TRb SRC2 PPI: 3%; RECQ1 helicase: -10%; TexasRed fluor: 0%; GoLoco inh red: 12%; KDM4E inh: inconclusive; LMNA splice mod: 9%; SMN2 splice enh: -8%

What do the screens show for `COc1ccc(/C(N)=N/OC(=O)C2CCC(=O)N2S(=O)(=O)c2ccc(C)cc2)cc1` (configuration not stated)?
ALDH1A1 block: -11%; TRb SRC2 PPI: 10%; RECQ1 helicase: -23%; TexasRed fluor: 1%; GoLoco inh red: -2%; KDM4E inh: 1%; LMNA splice mod: 2%; SMN2 splice enh: 10%

What do the screens show for `CCCOCC(O)CC(CC)C(=O)NNC(=S)Nc1ccccc1` (configuration not stated)?
ALDH1A1 block: -9%; TRb SRC2 PPI: 1%; RECQ1 helicase: 1%; TexasRed fluor: -1%; GoLoco inh red: 10%; KDM4E inh: 4%; SMN2 splice enh: -4%
